From PubChem BioAssay
Rpn11 inh – Rpn11 (human) deubiquitinase inhibition; 360,000 tested, 0.59% active; calls only at 20 µM; human 26S proteasome, Ub4-pepOG fluorescence polarization; 20S core pre-blocked with epoxomicin; AID 588493;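 active = inhibition at 20 µM, scaled to each plate's controls, above about 33%, limit read from the data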
Scp-1 inhibitor – Scp-1 (human) phosphatase inhibition; inhibition, % at 20 µM; 340,000 tested, 0.88% active; Q9GZU7; Recombinant Scp1, phosphopeptide, malachite green phosphate absorbance;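 active = inhibition above about 50% at 20 µM, limit read from the data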;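 note: plate controls were DMSO wells with enzyme for no effect and wells lacking enzyme for full effect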
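Test system – truncated SCP-1 phosphatase (76-261aa) · Reagent – Phosphorylated 17-residue peptide substrate · Incubation – 45 min room-temperature reaction, 5 min colour, 30 min stabiliser · Detection – colorimetric phosphate reagent with accelerator and stabiliser, absorbance at 630 nm · Measure – % inhibition at 20 µM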
NadD inh – inhibitors of Staphylococcus aureus NadD. purified NadD enzyme, colorimetric absorbance read-out. inhibition, % at 20 µM. 360,000 tested, 0.78% active; in the data active = inhibition above about 26%; note: some compounds past the cut are filed as inactive
STEP block – inhibitors of human striatal-enriched phosphatase STEP. P54829. recombinant STEP, OMFP fluorogenic substrate, fluorescence. inhibition, % at 20 µM. 360,000 tested, 0.25% active;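 active = inhibition at 20 µM, scaled per plate between control wells, above about 37%, limit read from the data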;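 note: 0% = DMSO with enzyme and substrate and 100% = substrate only without enzyme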
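Material: STEP (striatal-enriched tyrosine phosphatase) enzyme, cell-free; Compound dosing: 20 µM single dose in 1% DMSO; Technique: fluorescence read at 480 nm ex / 540 nm em; Times: reaction 20 min, ambient temperature; Medium: 50 mM Bis-Tris pH 6.0 with 2.5 mM DTT and 0.005% Tween 20; Also added: OMFP at 25 µM.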
DNMT1 block – blocks human DNA methyltransferase DNMT1; DNMT1 molecular beacon, Hinp1I cleavage, fluorescence; inhibition (reported as % activation of signal), % at 10 µM; 360,000 tested, 0.83% active; in the data active = inhibition above about 50%
SUMO1-SIM PPI – modulators of human SUMO1-mediated protein-protein interactions | SUMO1 binding to a labelled peptide, TR-FRET, 1 h | inhibition, % at 20 µM | 360,000 tested, 0.33% active | AID 602429; in the data active = inhibition above about 37%
Target sequence (P63165 whole entry, looked up): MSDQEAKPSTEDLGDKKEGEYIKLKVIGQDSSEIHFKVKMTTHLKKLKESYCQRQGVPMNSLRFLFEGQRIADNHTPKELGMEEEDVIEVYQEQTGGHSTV
PABP1 MLLE inh – blocks PAM2 peptide binding to the PABP1 MLLE domain; P11940; GST-MLLE / FITC-PAM2 fluorescence polarization; inhibition, % at 20 µM; 360,000 tested, 0.36% active; AID 588489; in the data active = inhibition above about 35%, passing the limit was not always enough;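 note: plate controls were DMSO wells with GST-MLLE for no effect and wells lacking GST-MLLE protein for full effect; some results filed as inactive read as strong as hits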
Target sequence (P11940 whole entry, looked up, the tested form may be a part): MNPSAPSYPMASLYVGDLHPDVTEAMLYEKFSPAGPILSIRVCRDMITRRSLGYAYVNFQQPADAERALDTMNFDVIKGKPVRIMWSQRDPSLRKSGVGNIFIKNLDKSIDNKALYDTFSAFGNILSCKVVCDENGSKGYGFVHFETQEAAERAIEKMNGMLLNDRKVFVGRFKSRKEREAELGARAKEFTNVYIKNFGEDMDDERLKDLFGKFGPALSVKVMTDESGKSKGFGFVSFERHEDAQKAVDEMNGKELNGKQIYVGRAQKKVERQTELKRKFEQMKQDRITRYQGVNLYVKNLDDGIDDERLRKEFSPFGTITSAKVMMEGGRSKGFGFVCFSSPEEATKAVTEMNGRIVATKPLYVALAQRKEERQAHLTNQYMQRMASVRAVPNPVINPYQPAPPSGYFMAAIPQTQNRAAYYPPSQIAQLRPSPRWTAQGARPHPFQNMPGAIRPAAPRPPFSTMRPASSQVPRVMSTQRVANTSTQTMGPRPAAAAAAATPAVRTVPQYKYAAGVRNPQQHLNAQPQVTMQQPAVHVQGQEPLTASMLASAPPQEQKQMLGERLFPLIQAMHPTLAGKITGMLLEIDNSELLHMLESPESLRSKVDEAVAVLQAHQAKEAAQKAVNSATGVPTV
CSN deneddyl inh – blocks human CSN-mediated cullin deneddylation; Purified CSN, SCF-Nedd8-OG deneddylation, fluorescence polarization; inhibition, % at 12.5 µM; 360,000 tested, 0.38% active; AID 651999;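 active = pattern-corrected inhibition above about 35%, with an unprinted fluorescence ratio check between 0.5 and 1.5, limit read from the data, passing the limit was not always enough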;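 note: 0% = enzyme with substrate and 100% = substrate without enzyme; some results filed as inactive read as strong as hits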
Target sequence (Q92905 whole entry, looked up, one chain of several): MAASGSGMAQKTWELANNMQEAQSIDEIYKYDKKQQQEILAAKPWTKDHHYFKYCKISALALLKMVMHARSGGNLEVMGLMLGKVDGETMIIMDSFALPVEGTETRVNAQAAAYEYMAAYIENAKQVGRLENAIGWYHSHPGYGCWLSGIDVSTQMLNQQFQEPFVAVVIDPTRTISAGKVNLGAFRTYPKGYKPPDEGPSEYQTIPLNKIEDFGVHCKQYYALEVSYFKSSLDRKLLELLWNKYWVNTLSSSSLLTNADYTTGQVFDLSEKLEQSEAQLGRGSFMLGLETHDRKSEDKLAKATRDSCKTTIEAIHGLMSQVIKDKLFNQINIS
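Assay system: purified human Csn5 enzyme expressed in HEK293T cells; measure: % inhibition; also added: SCFSkp2-Nedd8OG substrate at 10 nM final; technique: fluorescence polarization; times: reaction 90 min, room temperature; medium: Tris buffer pH 7.5, NaCl, DTT, Tween-20, trehalose, ovalbumin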
TbMetRS inhib – blocks T. brucei methionyl-tRNA synthetase activity; purified T. brucei MetRS, ATP depletion, Kinase-Glo luminescence; inhibition, % at 11.9 µM; 360,000 tested, 0.4% active; AID 624268;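 active = inhibition above a per-plate cutoff of the control wells' mean inhibition plus 3 SD, cut at about 5.5% in these data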;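 note: 0% = DMSO wells median and 100% = median of wells with control inhibitor compound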
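Dosing: 11.9 µM single point; system: parasite MetRS enzyme; technique: luminescence of leftover ATP; times: 15 min enzyme-compound preincubation, 2 h reaction, 10 min detection, 25 °C; replicates: each compound tested once; read-out basis: percent inhibition relative to median high and low control wells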
LMPTP inh – blocks human LMPTP phosphatase; P24666; recombinant LMPTP-A, OMFP fluorogenic substrate, fluorescence intensity; inhibition, % at 20 µM; 360,000 tested, 0.22% active;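 active = compounds that cut the enzyme signal by at least half of the control window in the single-dose screen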;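 note: plate controls were DMSO wells with enzyme plus substrate for no effect and substrate without enzyme for full effect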
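Assay system: LMPTP-A, protein tyrosine phosphatase of low molecular weight / Medium: pH 6.0 Bis-Tris buffer with DTT and Triton X-100 / Schedule: 50 min enzyme reaction at room temperature, protected from light / Measured by: endpoint fluorescence intensity from OMFP dephosphorylation / Read-out basis: % inhibition relative to no-enzyme and uninhibited control wells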
Numbers without * were called inactive; i = inactive. Rows were taken by chance, and some 3.6% of all compounds hit somewhere here.

Preview, seven compounds:
smiles | Rpn11 inh | Scp-1 inhibitor | NadD inh | STEP block | DNMT1 block | SUMO1-SIM PPI | PABP1 MLLE inh | CSN deneddyl inh | TbMetRS inhib | LMPTP inh
CCOc1nc(-c2ccccc2)c2cc(C)ccc2n1 | i | -7 | 2 | -3 | 0 | -10 | 0 | 1 | -0.5 | 1.4
COc1cc(C2c3cc4c(cc3C(OC3OC5COC(c6cccs6)OC5C(O)C3O)C3COC(=O)C23)OCO4)cc(OC)c1O (stereo not drawn) | i | -28 | 5 | -1 | -3 | 0 | 3 | -4 | -1.3 | -0.8
COCCCNC(=O)Nc1ccc2c(c1)N(C)C(=O)CS2 | i | 0 | 0 | 1 | -3 | 4 | 13 | -5 | 0.0 | -0.8
O=C(Cn1cnc2ccccc2c1=O)Nc1ccc2c(c1)OCO2 | i | -5 | 3 | -4 | -1 | 4 | -6 | -5 | 0.4 | -1.6
O=C(c1ccc(Cl)cc1)c1cc(-c2ccccn2)c(N2CCOCC2)s1 | i | -2 | -4 | 2 | -3 | -22 | -4 | -2 | -0.6 | 1.5
COc1ccc(C(=O)C[n+]2cccc(Br)c2)cc1 | i | 7 | -9 | 1 | -1 | -8 | -5 | 2 | -0.3 | -0.7
O=C(Nc1ccc(N2CCN(C(=O)c3ccco3)CC2)cc1)c1cccc(F)c1 | i | -8 | 3 | -2 | -5 | 2 | -16 | -4 | 0.6 | -0.3

Main list, repeating the preview:
smiles | Rpn11 inh | Scp-1 inhibitor | NadD inh | STEP block | DNMT1 block | SUMO1-SIM PPI | PABP1 MLLE inh | CSN deneddyl inh | TbMetRS inhib | LMPTP inh
CCOc1nc(-c2ccccc2)c2cc(C)ccc2n1 | i | -7 | 2 | -3 | 0 | -10 | 0 | 1 | -0.5 | 1.4
COc1cc(C2c3cc4c(cc3C(OC3OC5COC(c6cccs6)OC5C(O)C3O)C3COC(=O)C23)OCO4)cc(OC)c1O (stereo not drawn) | i | -28 | 5 | -1 | -3 | 0 | 3 | -4 | -1.3 | -0.8
COCCCNC(=O)Nc1ccc2c(c1)N(C)C(=O)CS2 | i | 0 | 0 | 1 | -3 | 4 | 13 | -5 | 0.0 | -0.8
O=C(Cn1cnc2ccccc2c1=O)Nc1ccc2c(c1)OCO2 | i | -5 | 3 | -4 | -1 | 4 | -6 | -5 | 0.4 | -1.6
O=C(c1ccc(Cl)cc1)c1cc(-c2ccccn2)c(N2CCOCC2)s1 | i | -2 | -4 | 2 | -3 | -22 | -4 | -2 | -0.6 | 1.5
COc1ccc(C(=O)C[n+]2cccc(Br)c2)cc1 | i | 7 | -9 | 1 | -1 | -8 | -5 | 2 | -0.3 | -0.7
O=C(Nc1ccc(N2CCN(C(=O)c3ccco3)CC2)cc1)c1cccc(F)c1 | i | -8 | 3 | -2 | -5 | 2 | -16 | -4 | 0.6 | -0.3
COc1ccccc1Nc1ncnc2c1oc1ccccc12 | i | -8 | 5 | 0 | 5 | -2 | 5 | -2 | 0.1 | 2.4
NC(=O)c1ccccc1NC(=O)C1CCCO1 (stereo not drawn) | i | 3 | 4 | -1 | -1 | 6 | 15 | -6 | -0.3 | -2.0
CCOC(=O)C(C)n1nc(C)c2sc3ccccc3c2c1=O (stereo not drawn) | i | -6 | -5 | -14 | 2 | -6 | 9 | -2 | -0.5 | 0.5
Cc1ccc2nc(-c3ccncc3)cc(C(=O)Nc3ccc4c(c3)OCCO4)c2c1 | i | -1 | 3 | 6 | -6 | -8 | 8 | 20 | -0.8 | 2.2
Cc1ccccc1OCCC(=O)OCC(=O)c1c(N)n(CC(C)C)c(=O)n(C)c1=O | i | -5 | -6 | -4 | 3 | 1 | 10 | -5 | -0.4 | 1.1

2 of the compounds above, with two lines to a compound.
Sequence of screens: Rpn11 inh, Scp-1 inhibitor, NadD inh, STEP block, DNMT1 block, SUMO1-SIM PPI, PABP1 MLLE inh, CSN deneddyl inh, TbMetRS inhib, LMPTP inh
Cc1ccc2nc(-c3ccncc3)cc(C(=O)Nc3ccc4c(c3)OCCO4)c2c1
  i, -1, 3, 6, -6, -8, 8, 20, -0.8, 2.2
COc1ccccc1Nc1ncnc2c1oc1ccccc12
  i, -8, 5, 0, 5, -2, 5, -2, 0.1, 2.4

Additional records
smiles | Rpn11 inh | Scp-1 inhibitor | NadD inh | STEP block | DNMT1 block | SUMO1-SIM PPI | PABP1 MLLE inh | CSN deneddyl inh | TbMetRS inhib | LMPTP inh
CC1CC(C)CN(C(=O)CSc2nnc(-c3ccc(Cl)cc3)o2)C1 (stereo not drawn) | i | -10 | -1 | -3 | 0 | -2 | -12 | -7 | -0.3 | 0.1
CCn1c(C)nc2cc(C(=O)NN=C(C)c3ccc(C#N)cc3)ccc21 | i | 2 | 0 | -3 | 1 | -14 | -10 | 3 | -0.3 | 0.4
Cc1ccc(NC(=O)C/C(N)=N/OC(=O)Nc2cccc(C)c2)cc1 | i | -8 | 4 | -1 | -1 | -1 | 8 | -2 | -0.4 | -0.9
CCN(C(=O)c1ccnc(C(C)(C)C)c1)c1ccccc1 | i | 6 | -12 | -3 | 0 | -1 | -3 | -7 | -0.5 | -1.0
COc1ccccc1CNC(=O)CN(Cc1ccc(Cl)cc1)S(C)(=O)=O | i | -3 | -5 | 0 | 1 | -5 | 4 | -3 | 0.9 | -0.8
COc1ccc(C(=O)N2CCN(S(=O)(=O)c3ccc(C)cc3C)CC2)cc1S(=O)(=O)N1CCOCC1 | i | -10 | -2 | 3 | 3 | 2 | 4 | 1 | 0.0 | -1.0
CCOC(=O)c1cn(Cc2ccc(C)cc2)c2cc(F)ccc2c1=O | i | 3 | -8 | 0 | 0 | -1 | -5 | -5 | -1.2 | 0.6
Cc1ccc(NC(=O)C(Cc2ccccc2)N2C(=O)C3C4CCC(C4)C3C2=O)cc1Cl (stereo not drawn) | i | -9 | 1 | -1 | -12 | -3 | 3 | 6 | -0.1 | 3.4
COc1ccc(NC(=O)CSc2nnc(NC(=O)C3CCC3)s2)c(OC)c1 | i | -6 | -3 | 1 | -2 | 6 | 8 | -7 | -0.3 | -1.0
Cc1nn(C)c(C)c1NC(=O)CCCSc1nc(-c2ccco2)cc(C(F)(F)F)n1 | i | -4 | -1 | -3 | -5 | -7 | 18 | -3 | -0.8 | -0.9
COc1cc(OC)cc(C(=O)NCc2ccc(-n3cccc3)cc2)c1 | i | -10 | -9 | 0 | 2 | -2 | -10 | -5 | 0.0 | 0.2
CC(=O)Nc1ccc(S(=O)(=O)N2CCN(c3cc4c(cc3[N+](=O)[O-])n(C)c(=O)n4C)CC2)cc1 | i | -8 | 2 | 1 | 7 | -25 | 3 | 0 | 0.0 | 1.6
CCOC(=O)CN1NC2(CCC(C(C)(C)C)CC2)NC1=S (stereo not drawn) | i | 9 | 4 | -5 | 12 | 2 | -58 | 3 | -1.4 | -0.6
Cc1cccc(OCCCn2c(=O)oc3ccc(C)cc32)c1 | i | -5 | -10 | -1 | 1 | -1 | 5 | -4 | -0.2 | 1.8
O/N=C1\CC/C(=N\O)c2nn(-c3ccc(Cl)cc3Cl)nc21 | i | -8 | 2 | 2 | -1 | -2 | 14 | 7 | 0.1 | -0.5
Cc1cccc(C)c1NC(=O)CN(C)C(=O)Cc1cccc(C(F)(F)F)c1 | i | 1 | -1 | -1 | 2 | -3 | -13 | -6 | -0.1 | -0.8
CCN1CCN(c2ncnc3sc(C(=O)Nc4ccccc4F)c(C)c23)CC1 | i | -1 | -1 | 3 | 5 | -13 | -4 | 5 | -1.0 | 1.9
O=C(c1ccccc1)N(Cc1ccc(F)cc1)Cc1nc2ccccc2c(=O)[nH]1 | i | 6 | -8 | -3 | 9 | 0 | 1 | 2 | -1.4 | 0.0
COC(=O)c1ccccc1NC(=O)COC(C)=O | i | 2 | 4 | 2 | 20 | 6 | -15 | 0 | -0.3 | 1.5
O=C(c1c[nH]c2ccccc2c1=O)N1CCCCCC1 | i | -1 | -1 | 0 | 1 | 0 | 9 | 2 | 0.8 | 0.1
O=C1CCCCC1CCc1ccncc1 (stereo not drawn) | i | -18 | -4 | 0 | 7 | 5 | 2 | -2 | -0.3 | -0.4
Oc1ccccc1C(=S)N1CCN(C(=S)c2ccccc2O)CC1 | i | -10 | 4 | 6 | -4 | 1 | 24 | -6 | 0.9 | -0.6
Cc1ccc(C2C(C(=O)c3cccs3)=C(O)C(=O)N2c2cccc(C)n2)cc1 (stereo not drawn) | i | -1 | 11 | 3 | 0 | -1 | 1 | -3 | -0.2 | 3.6
CCn1c(SCC(=O)c2c[nH]c3ccccc23)nc2cc(S(=O)(=O)N3CCOCC3)ccc21 | i | -9 | 28 | 11 | -19 | 1 | -68 | 2 | 18* | -0.3
Cc1ccc(S(=O)(=O)N2CCSC2c2ccco2)cc1 (stereo not drawn) | i | -14 | -2 | 4 | -8 | -1 | 15 | 4 | -0.3 | -0.5
COC(=O)c1ccc(C(=O)OC)c(NC(=O)N2c3ccccc3Sc3ccccc32)c1 | i | -8 | 16 | 4 | -3 | -10 | -7 | 5 | -0.6 | 2.4
COc1ccccc1C1C=C(c2ccc(C)cc2)Nc2nnnn21 (stereo not drawn) | i | -8 | -1 | -5 | 1 | 5 | -22 | 1 | -0.7 | -1.5
COc1ccc(NC(=O)CCc2nnc3ccc(N4CCC(C)CC4)nn23)cc1OC | i | -7 | 0 | 0 | 0 | -3 | -1 | 5 | -0.2 | -0.7
c1ccc(-n2ncc3c(NCCN4CCOCC4)ncnc32)cc1 | i | -4 | 5 | 12 | 0 | -6 | 2 | 3 | -1.5 | -1.3
CN(C)S(=O)(=O)c1ccc(C(=O)Nc2ccccc2SCCC#N)cc1 | i | -4 | -4 | -3 | 2 | -3 | 5 | -2 | -0.8 | -0.1
C=CCN(c1ccccc1)S(=O)(=O)c1cccc(C(=O)NNC(=O)c2ccccc2O)c1 | i | -9 | 1 | -2 | 0 | 13 | -1 | -3 | -0.4 | 0.3
O=C(Cn1cnc2cc([N+](=O)[O-])ccc2c1=O)Nc1ccccc1-c1ccccc1 | i | 3 | -2 | 0 | -6 | -34 | -27 | -1 | -0.1 | -1.6
N#Cc1ccc(NC(=S)NCCN2CCOCC2)cc1 | i | -5 | -2 | -4 | 1 | 4 | 24 | -3 | -0.2 | -2.2
CCOC(=O)c1c(NC(=O)CSc2ncccn2)sc(C(=O)NC)c1C | i | -4 | -1 | 3 | 1 | -3 | -5 | -3 | -0.4 | 0.5
